# HTR5A inv ag: HTR5A inverse agonists in luminescence cell assay, primary screen, counter-screen for OPRM1-OPRD1 heterodimer inverse agonist project, full-deck HTS; HTR5A cell line, inverse agonism; inhibition, % at 9.3 µM; 340,000 compounds, 0.083% hits; AID 504634, 2011; in the data active = inhibition mostly above about 23%, no sharp cut-off; inactive = mostly below about 18%;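 also: 0% = cells with DMSO and 100% = no-cell wells with DMSO; some compounds called inactive have numbers as strong as hits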
# Target sequence (P47898 whole entry, looked up): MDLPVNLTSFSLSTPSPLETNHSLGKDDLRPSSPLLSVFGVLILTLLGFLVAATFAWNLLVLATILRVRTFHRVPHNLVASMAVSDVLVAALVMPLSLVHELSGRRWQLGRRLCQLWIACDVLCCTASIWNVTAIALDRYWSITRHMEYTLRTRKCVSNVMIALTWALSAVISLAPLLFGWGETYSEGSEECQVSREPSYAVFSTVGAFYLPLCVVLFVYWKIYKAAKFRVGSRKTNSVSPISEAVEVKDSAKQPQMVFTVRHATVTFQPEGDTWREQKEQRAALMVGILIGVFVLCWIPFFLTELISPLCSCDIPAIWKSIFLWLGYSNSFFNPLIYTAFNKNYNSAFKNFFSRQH
# PvdQ inh: P. aeruginosa PvdQ acylase inhibitors, primary screen, biochemical, fluorescence, plate reader and imaging, single point. inhibition, % at 10 µM. PvdQ acylase [Pseudomonas aeruginosa LESB58]. 340,000 compounds, 0.063% hits. purified PvdQ acylase; in the data active = inhibition above about 30%, passing the limit was not always enough;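 also: 0% = vehicle neutral wells and 100% = reference inhibitor wells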
# CDK5 inh: inhibitors of human CDK5/p35 kinase, primary screen, biochemical, single concentration; 330,000 compounds, 0.01% hits; Cyclin-dependent kinase 5 (Homo sapiens) + Cyclin-dependent kinase 5 activator 1 (Homo …; Recombinant CDK5/p35, ADP-Glo luminescence, 60 min; inhibition, % at 10 µM;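 active = highest replicate inhibition of at least 50% and at least 75% of replicates reaching 50%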;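 also: plate controls were DMSO neutral control for no effect and GW8510 at 10 µM for full effect; many of its hits are not listed in these tables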
# dFosB activator: activators of delta FosB homodimer, primary screen, biochemical, fluorescence polarization, TAMRA-CDK5 oligo, single point. purified delta FosB; percent of positive-control signal above neutral wells. activation, % at 25 µM. 340,000 compounds, 0.99% hits. AID 493131, 2011;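 active = mean activation above about 17%, with every replicate also reaching it, limit read from the data, passing the limit was not always enough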;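 also: fluorescence polarization rise as delta FosB binds a TAMRA Cdk5 AP-1 oligo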
# NSD2 HMT inh: NSD2 histone methyltransferase inhibitors, primary screen, biochemical, AlphaScreen, single concentration, set 2. AID 743445, 2014. Histone-lysine N-methyltransferase NSD2 (Homo sapiens), O96028. NSD2 peptide methylation, 120 min. 310,000 compounds, 0.54% hits. inhibition, % at 12.5 µM; in the data active = inhibition above about 50%
# Wnt act: Wnt/beta-catenin pathway activators, primary screen, cell-based, plate reader, single point; Wnt/beta-catenin reporter cell assay, activator; activation, % at 9.35 µM; 300,000 compounds, 1.2% hits; AID 743398, 2014; in the data active = activation above about 30%, passing the limit was not always enough;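 also: 0% = neutral control wells and 100% = positive control wells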
# V-ATPase pH: regulators of yeast V-ATPase proton pumping, primary screen, pHLuorin cytosolic pH fluorescence; S. cerevisiae; response, % at 10 µM; 350,000 compounds, 0.37% hits; in the data active = response mostly above about 7.3%, no sharp cut-off; inactive = mostly below about 5.4%; also: actives read high; inactives centre near 0; some compounds called inactive have numbers as strong as hits; reference of the scale not given here
# SR-BI HDL uptake: inhibitors of SR-BI mediated HDL lipid uptake, primary screen, ldlA[mSR-BI] cells, fluorescence, single point; Scavenger receptor class B member 1 (Mus musculus), Q61009; ldlA[mSR-BI] CHO cells, DiI-HDL uptake fluorescence, 3 h; inhibition, % at 12.5 µM; 320,000 compounds, 0.96% hits;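 active = mean replicate inhibition of at least 70% and a set share of replicates each scoring 70 or more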;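 also: 0% = median of neutral control wells and 100% = median of positive control wells; values of inactives mirror those of a sister screen read the other way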
# Target sequence (Q61009 whole entry, looked up): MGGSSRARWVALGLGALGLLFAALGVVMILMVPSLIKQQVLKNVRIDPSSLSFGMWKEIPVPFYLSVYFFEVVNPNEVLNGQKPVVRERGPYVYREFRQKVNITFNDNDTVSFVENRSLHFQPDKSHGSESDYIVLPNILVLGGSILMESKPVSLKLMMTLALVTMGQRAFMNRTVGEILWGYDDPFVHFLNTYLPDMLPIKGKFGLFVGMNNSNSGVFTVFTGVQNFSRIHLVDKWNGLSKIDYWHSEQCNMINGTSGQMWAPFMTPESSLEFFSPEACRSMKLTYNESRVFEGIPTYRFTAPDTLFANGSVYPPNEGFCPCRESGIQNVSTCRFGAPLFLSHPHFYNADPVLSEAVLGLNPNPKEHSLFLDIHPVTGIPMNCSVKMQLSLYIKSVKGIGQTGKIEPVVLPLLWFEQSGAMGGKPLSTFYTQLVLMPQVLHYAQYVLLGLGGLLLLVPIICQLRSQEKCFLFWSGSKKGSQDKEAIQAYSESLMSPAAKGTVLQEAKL
# HTR5A ag ctr: HTR5A agonists in luminescence cell assay, primary screen, counter-screen for OPRM1-OPRD1 heterodimer agonist project, full-deck HTS. 5-hydroxytryptamine receptor 5A (Homo sapiens), P47898. cell-based. activation, % at 9.3 µM. 340,000 compounds, 0.61% hits; in the data active = activation mostly above about 9.5%, no sharp cut-off; inactive = mostly below about 7.6%;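 also: 0% = cells with vehicle only and 100% = reference agonist; strong numbers were not always called active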
# MITF TRPM1 HTS: activators of MITF-driven TRPM1 promoter reporter, primary screen, cell-based, SK-MEL-5, luciferase, single point; AID 588334, 2011; 300,000 compounds, 0.75% hits; SK-MEL-5 TRPM1-promoter luciferase, 24 h; % of positive control, neutral wells = 0; activation, % at 12.5 µM;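 active = mean activation of at least 80% with every replicate also reaching 80%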;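 also: 0% = neutral control wells and 100% = parthenolide positive control wells; values of inactives mirror those of a sister screen read the other way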
# Numbers without * were called inactive; nt = not tested or not shown.
structure	HTR5A inv ag	PvdQ inh	CDK5 inh	dFosB activator	NSD2 HMT inh	Wnt act	V-ATPase pH	SR-BI HDL uptake	HTR5A ag ctr	MITF TRPM1 HTS
CCCCCC1CC(CC(=O)Nc2ccc([N+](=O)[O-])cc2)OC1=O (stereo not drawn)	-19	-16	-0.2	-13	24	4	6	nt	-1	nt
CC(Sc1nnc(COc2ccc(Cl)cc2)n1-c1ccccc1)C(=O)O (stereo not drawn)	-16	-19	-0.7	4	-2	-1	2	-9	4	-1
Cc1ccc(NC(=O)C(C)c2ccc(-c3ccccc3)c(F)c2)c(C)c1 (stereo not drawn)	-25	15	-0.9	5	0	1	-5	-20	7	1
COc1ccc(-c2c(C)c3cc(O)ccc3oc2=O)cc1	13	-11	1.3	12	-5	3	0	9	-3	24
COc1ccccc1C(=O)OCC(=O)NC(C)CCc1ccccc1 (stereo not drawn)	-46	18	-0.3	-8	-2	-1	5	-20	13*	-1
CC1CCCN(c2ccc(C(=O)OCC(=O)N3c4ccccc4Sc4ccccc43)cc2[N+](=O)[O-])C1 (stereo not drawn)	5	-11	-0.5	-7	-2	-4	-1	29	-2	2
C=CCN(c1ccc(C(=O)Nc2ccc(C)c(C)c2)cc1)S(C)(=O)=O	-1	1	0.6	-10	5	-3	-3	62	0	18
COc1ccccc1-n1cnc2cc(C(=O)NCCCN3CCOCC3)ccc21	-22	20	-0.7	3	1	0	-5	12	2	-4
O=C(COc1cccnc1[N+](=O)[O-])Nc1ccc(Cl)cc1F	10	22	0.1	5	1	-2	1	18	-2	36
CCOC(=O)c1[nH]c2ccccc2c1NC(=O)c1ccc(S(=O)(=O)N2CCCC2)cc1	-4	-6	-1.7	9	nt	-1	-3	38	1	nt
COC(=O)CCC(=O)OC1(C)C(=O)C=C2C=C(C3CC3)N(CC3CC3)C=C2C1=O (stereo not drawn)	-20	-12	1.4	1	nt	-2	1	-35	1	-9
Cc1ccccc1-c1nc(CS(=O)(=O)CC(=O)NCc2ccc(F)cc2)c(C)o1	-25	-8	1.8	5	nt	-4	-2	17	8	nt
Cc1ccc(OCc2cc(C(=O)N(C)Cc3cnc4ccccn34)no2)cc1C	-13	-12	-2.3	-13	4	-1	6	-11	3	8
Cc1cccc(C)c1NC(=O)N1CCC(c2nc3ccccc3o2)CC1	-44	-2	0.3	2	3	nt	-3	-7	-6	-6
COc1cc(OC)c(C(=O)C=Cc2ccc(OC)c(OC)c2)c(OC)c1	20	12	0.2	-4	2	-3	0	12	-5	-22
CCC(Sc1nc2ccccc2o1)C(=O)O (stereo not drawn)	1	-7	-0.3	-4	2	0	-1	7	2	8
Cc1cc(NC(=O)c2ccc(Cl)cc2)cc(C)c1OCC(=O)N1CCOCC1	-14	4	0.0	-11	nt	8	-2	57	3	36
Nc1c(C(=O)NCCN2CCOCC2)c2nc3ccccc3nc2n1CCc1ccccc1F	-9	-18	2.5	6	-13	-5	0	-16	5	-4
O=C(COC(=O)c1ccccc1Br)NC(=O)NCc1ccccc1	-16	-9	-1.0	-4	-2	-1	1	-6	1	12
Nc1nc2c(c3c1c(=O)oc1ccccc13)CCCCC2	-10	-6	-2.4	-6	0	nt	1	-7	0	-6
COc1ccc(C2NC(=O)NC(C)=C2C(=O)Nc2cc(C)ccc2C)cc1OC (stereo not drawn)	-10	9	0.7	-8	-3	nt	2	-3	-3	-1
COc1ccc(CCC(=O)N2CCN(C3CCCCC3)CC2)cc1	-10	-17	-1.7	-6	-1	-4	-1	-7	2	-7
COCCCn1c(SCC(=O)NC2CCS(=O)(=O)C2)nnc1-c1ccc(Cl)cc1 (stereo not drawn)	1	-5	1.1	-2	1	-1	7	-8	0	2
O=C(CC(C(=O)O)c1ccccc1)Nc1cccc2ccccc12 (stereo not drawn)	-14	7	6.5	0	-2	nt	-1	-20	2	-12
COc1ccc([C@H]2CC(=O)C=C(c3ccc(Br)c4ccccc34)C2)cc1	9	-9	0.8	2	nt	4	-4	0	7	3
CC(=O)NCCC(=O)N(Cc1ccccc1)c1nc2c(C)cccc2s1	-36	-9	-0.9	-21	-3	1	2	-9	5	1
C=CCN(C(=O)CSc1nc2ccsc2c(=O)n1Cc1ccccn1)c1ccccc1	25	2	-1.0	-5	11	2	-6	-3	0	16
COc1ccccc1-c1cc(C(=O)Nc2ccccc2SC)no1	7	9	-1.1	1	-3	1	0	35	-1	15
CCOC(=O)c1c(NC(=O)COC(=O)c2ccc(O)cc2)sc(C(=O)NC)c1C	4	2	-1.0	-6	nt	-5	6	45	-1	-21
CSCCC(NS(=O)(=O)c1cccs1)C(=O)NCc1ccccc1 (stereo not drawn)	-8	-13	1.1	5	-2	-1	1	-3	-2	-2
CCOC(=O)[C@@H]1[C@H]2COc3ccc(Br)cc3[C@@H]2N2C(=O)N(c3ccc(Br)cc3)C(=O)[C@@]12C	-37	-7	-0.4	-7	nt	-2	-2	22	-1	3
CCC(C)N(C(=O)c1csnn1)C(C(=O)NC1CCCC1)c1c(F)cccc1Cl (stereo not drawn)	-13	1	-1.8	0	-3	-1	0	-8	5	-3
CCC(Oc1ccccc1)C(=O)Nc1ncc([N+](=O)[O-])s1 (stereo not drawn)	2	-13	0.2	3	3	16	-3	21	-1	-12
Cc1ccc(OC(C)C(=O)N(C)Cc2ccccc2)c([N+](=O)[O-])n1 (stereo not drawn)	0	2	-1.7	14	27	0	2	-19	0	-3
Cc1cc(C)c(S(C)(=O)=O)c(S(=O)(=O)c2ccc(Cl)cc2)n1	-6	-14	1.3	-6	-1	nt	-2	14	2	-7
c1ccc(-c2csc(-c3ccncc3)n2)cc1	-10	-5	0.2	1	-3	13	0	3	4	33
Cn1cnnc1SCC(=O)Nc1ncc(C(F)(F)F)cc1Cl	10	1	-1.4	2	47	-2	0	-22	3	-6
CC(=O)c1ccc(OCc2cc(C(=O)N3CCCCCCC3)no2)cc1	-14	15	-4.0	-5	-2	7	-1	-1	5	11
CN(C1CCCCC1)S(=O)(=O)c1ccc(C(=O)O)cc1	1	2	4.5	1	7	nt	-3	-26	-4	6
S=C(c1cn(Cc2ccccc2)c2ccccc12)N1CCOCC1	2	-5	-0.2	-6	0	-1	0	4	-1	3
O=C(NCc1ccc2c(c1)OCO2)c1c(O)c2cccc3c2n(c1=O)CCC3	-6	8	2.0	-3	-3	nt	30*	-15	2	7
O=C(N/N=C/C=C/c1ccccc1)c1ccncc1	-8	-4	-0.7	-17	1	-7	-2	17	3	-13
O=C(CN(c1ccccc1)S(=O)(=O)c1ccccc1)N1CCOCC1	3	8	-1.9	-4	-1	-1	-1	-12	-1	-7
COc1ccccc1S(=O)(=O)Nc1cccc(-c2nnc3n2CCCCC3)c1	-20	6	-1.6	-1	-8	nt	6	-20	2	-9
COC(=O)c1cccc(NC(=O)CSc2nnc(-c3ccco3)o2)c1	-6	4	-0.7	12	-4	1	-2	nt	2	14
O=C(COC(=O)C1=COCCO1)Nc1ccc(Cl)cn1	10	-20	5.8	-3	0	-3	5	-10	-4	-16
O=C(CNC(=O)c1ccc([N+](=O)[O-])cc1)N/N=C\c1ccc(OC(=O)c2ccccc2)cc1	4	1	0.0	10	2	-3	1	15	-4	-18
Cc1cc(C)cc(C(=O)N2CC(C)SC2=Nc2cccc(S(=O)(=O)N(C)C)c2)c1 (stereo not drawn)	9	2	0.1	1	0	-2	-2	11	-3	-1
CCC(C)[C@H](NC(=O)C1CCN(C(=O)[C@H](Cc2ccccc2)NC(=O)OC(C)(C)C)CC1)C(=O)O (stereo partly drawn)	-12	8	-0.4	-1	-3	0	2	-16	3	9
COc1ccc(C2CC(c3ccccc3)=NN2c2ccc(Cl)c(C(=O)O)c2)cc1 (stereo not drawn)	-25	-22	-6.3	-10	-16	0	1	-23	1	12
CSCCC(NS(=O)(=O)c1ccccc1)C(=O)Nc1nccs1 (stereo not drawn)	11	-1	0.8	-2	-7	-3	2	-16	-5	-11
Cc1ccc(N(C(=O)c2snc(C(N)=O)c2N)C(C(=O)NCC2CCCO2)c2ccc(C)o2)c(C)c1 (stereo not drawn)	-16	3	-0.4	-14	-1	0	-6	nt	-1	-14
COc1ccc(NC(=O)CSc2nnnn2-c2ccc(OC)cc2)cc1	15	5	0.3	2	0	-6	-1	-18	-2	-3
O=C(c1c(F)cccc1F)N(Cc1ccccn1)C1CC1	-27	-15	-3.7	-5	1	-2	-1	-16	0	2
CC(C)C(=O)Nc1ccc(NC(=S)NC(=O)c2cc3ccccc3o2)cc1	-4	-9	1.1	-3	-5	1	-2	20	2	-1
Cc1ccc(C(=O)C[n+]2ccccc2)cc1	6	-19	-2.3	0	-1	4	-4	-15	-2	1
CC(=O)N1CCN(C(=O)C2(NC(=O)Nc3cccc(F)c3)CCCCC2)CC1	-23	0	-3.2	-3	-1	-3	-1	nt	-2	11
CC(NS(=O)(=O)c1ccccc1Cl)C1CC2CCC1C2 (stereo not drawn)	-21	-16	-6.3	-12	34	-1	-1	4	8	14
Cc1nnc(NC(=O)Nc2ccc(Cl)c(Cl)c2)s1	2	-9	-1.2	29*	-5	nt	2	-19	-1	nt
O=C(O)CNS(=O)(=O)c1cc(Cl)c(Cl)cc1Cl	2	4	1.3	7	-2	nt	0	-25	-8	-14

# Three structures out of the list, arranged by SMILES length, ascending.
structure	HTR5A inv ag	PvdQ inh	CDK5 inh	dFosB activator	NSD2 HMT inh	Wnt act	V-ATPase pH	SR-BI HDL uptake	HTR5A ag ctr	MITF TRPM1 HTS
Cc1nnc(NC(=O)Nc2ccc(Cl)c(Cl)c2)s1	2	-9	-1.2	29*	-5	nt	2	-19	-1	nt
O=C(O)CNS(=O)(=O)c1cc(Cl)c(Cl)cc1Cl	2	4	1.3	7	-2	nt	0	-25	-8	-14
CCOC(=O)[C@@H]1[C@H]2COc3ccc(Br)cc3[C@@H]2N2C(=O)N(c3ccc(Br)cc3)C(=O)[C@@]12C	-37	-7	-0.4	-7	nt	-2	-2	22	-1	3

# The results go on.
structure	HTR5A inv ag	PvdQ inh	CDK5 inh	dFosB activator	NSD2 HMT inh	Wnt act	V-ATPase pH	SR-BI HDL uptake	HTR5A ag ctr	MITF TRPM1 HTS
COc1ccc(C2CC(C(F)(F)F)n3nc(C(=O)O)c(Br)c3N2)cc1 (stereo not drawn)	-12	3	0.0	2	-4	nt	-1	-16	5	7
CN(c1ccc(C(=O)Nc2ccccc2C(=O)N2CCCC2)cc1)S(C)(=O)=O	3	-4	-0.2	4	0	nt	5	-25	-1	2
CCN(CC)S(=O)(=O)c1cccc(C(=O)NNC(=O)c2ccc3[nH]c(=O)c(=O)[nH]c3c2)c1	17	0	nt	-4	2	2	-3	-18	-1	-15
CC(C)CN(C(=O)COC(=O)c1ccc(Cl)nc1)c1c(N)n(Cc2ccccc2)c(=O)[nH]c1=O	5	-2	-0.2	0	0	1	-2	-8	-2	1

# Bioassay records: PubChem, several laboratories
